Screening results deposited in PubChem BioAssay by several laboratories.
E coli growth – counter-screen for AddAB inhibitors: E. coli growth inhibition; E. coli V3065 growth, OD600 absorbance, 18 h; actives 0.27% (n = 330,000); inhibition, % at 11.9 µM;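 active = inhibition above the campaign's mean inhibition across all tested compounds plus 3 SD, cut at about 9.9% in these data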;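 note: uninfected addAB+ strain grown without phage in ampicillin broth; 0% = DMSO wells and 100% = ciprofloxacin 0.95 µg/ml wells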
Tat export inh – blocks Tat-dependent protein export in E. coli; E. coli MC4100 TorA-mCherry Tat export, fluorescence; inhibition, % at 10 µM; actives 0.036% (n = 340,000); AID 488895;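 active = mean replicate inhibition at least 50% and at least half of replicates individually reaching 50%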;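 note: exported cargo escapes ClpAP degradation while cytoplasmic cargo is degraded and loses fluorescence; 0% = median of neutral control wells and 100% = median of NaSCN control wells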
PfHsp90 yeast 2 – reduces growth (ATP signal) of yeast expressing P. falciparum Hsp90 | AID 504621 | S. cerevisiae expressing PfHsp90, BacTiter-Glo ATP, 48 h; yeast lacking PDR1 and PDR3 efflux regulators | inhibition, % at 9.4 µM | actives 0.32% (n = 310,000);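 active = every replicate shows inhibition above about 80%, whatever the replicate mean, limit read from the data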;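 note: 0% = DMSO neutral controls and 100% = 20 µM radicicol positive controls; yeast relying on Plasmodium falciparum Hsp90 in place of its own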
MOR-DOR ag – agonists of human mu-delta opioid receptor heterodimerization; activation, % at 9.3 µM; cells, OPRM1-OPRD1 heterodimerization, luminescence; AID 504326; actives 0.3% (n = 340,000); P35372+P41143; in the data active = activation above about 18%;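 note: 0% = vehicle-treated cells and 100% = reference agonist; values of inactives mirror those of a sister screen read the other way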
phage Ecoli inh – E. coli growth loss with phage present; inhibition, % at 11.9 µM; growth absorbance; actives 0.26% (n = 360,000); in the data active = inhibition above about 11%
Arr AP2 block – human beta-arrestin and AP2 interaction inhibition; FITC-arrestin peptide / GST-AP2 beads, flow cytometry; AP2 beta2 appendage carries R879A mutation; inhibition, % at 10 µM; actives 0.31% (n = 340,000); AID 504490;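 active = inhibition above a set limit, near 3 SD of compounds lacking own fluorescence, cut at about 54% in these data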;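 note: plate controls were DMSO wells for no effect and 5 µM unlabelled arrestin peptide for full effect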
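Material – GST-tagged AP2 beta2-adaptin appendage (R879A) on 4 µm glutathione beads · Probe or stimulus – fluorescein-tagged arrestin peptide at 50 nM final · Timing – 12 min plus 1 h, RT · Detection – bead flow cytometry, FITC channel · Read-out basis – inhibition as reduced fluorescein signal on beads, percent · Medium – PBS plus Tween 20 (0.05%) and BSA (0.1%)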
AddAB inh – less growth of phage-infected E. coli with AddAB. E. coli expressing H. pylori AddAB, absorbance growth. inhibition, % at 11.9 µM. actives 0.29% (n = 330,000). AID 435030; in the data active = inhibition above about 12%;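 note: 0% = vehicle wells of infected cells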
DSG3 Ab inh – human desmoglein-3 autoantibody binding inhibition; P32926; DSG3-coupled beads, scFv-anti-DSG3-GFP binding, flow cytometry; stronger effect = lower value; binding (percent of control), % at 10 µM; actives 0.48% (n = 310,000); AID 588358;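 active = binding more than 3 SD below its plate's average and above zero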;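 note: hits lower antibody fragment binding to DSG3; some compounds called inactive have numbers as strong as hits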
Target sequence (P32926 whole entry, looked up, the tested form may be a part): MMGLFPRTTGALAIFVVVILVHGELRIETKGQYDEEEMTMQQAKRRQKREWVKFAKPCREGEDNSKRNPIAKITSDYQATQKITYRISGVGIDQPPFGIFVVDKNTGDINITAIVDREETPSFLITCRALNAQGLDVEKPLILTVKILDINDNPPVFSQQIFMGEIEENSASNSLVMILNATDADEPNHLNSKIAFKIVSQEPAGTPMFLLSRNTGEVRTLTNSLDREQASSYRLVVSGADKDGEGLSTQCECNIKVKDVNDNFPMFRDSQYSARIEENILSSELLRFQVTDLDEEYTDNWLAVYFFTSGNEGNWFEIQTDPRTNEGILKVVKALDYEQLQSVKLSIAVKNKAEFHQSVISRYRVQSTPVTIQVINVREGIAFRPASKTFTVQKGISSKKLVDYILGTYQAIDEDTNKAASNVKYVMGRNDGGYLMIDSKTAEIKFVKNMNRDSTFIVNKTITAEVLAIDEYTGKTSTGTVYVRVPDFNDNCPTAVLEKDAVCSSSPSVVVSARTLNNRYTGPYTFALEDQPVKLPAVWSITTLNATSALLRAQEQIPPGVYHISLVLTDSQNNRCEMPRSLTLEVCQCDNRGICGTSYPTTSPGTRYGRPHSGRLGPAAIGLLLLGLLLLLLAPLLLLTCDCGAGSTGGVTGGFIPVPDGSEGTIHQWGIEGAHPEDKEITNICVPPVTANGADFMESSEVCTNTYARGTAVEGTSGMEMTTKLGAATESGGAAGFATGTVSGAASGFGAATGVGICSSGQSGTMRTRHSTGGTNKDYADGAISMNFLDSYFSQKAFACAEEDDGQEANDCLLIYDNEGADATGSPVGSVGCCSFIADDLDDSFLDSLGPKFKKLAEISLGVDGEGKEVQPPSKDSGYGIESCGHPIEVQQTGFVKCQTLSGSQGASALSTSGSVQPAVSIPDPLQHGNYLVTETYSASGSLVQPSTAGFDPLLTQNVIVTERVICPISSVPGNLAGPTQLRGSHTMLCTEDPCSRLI
PKA-R1A activ – PKA-R1A complex activation. P00514+P68181. PKA-R1A dissociation, Cy5-IP20 fluorescence polarization; scaled: DMSO 0%, 113 µM cGMP 100%. activation, % at 11.4 µM. actives 0.083% (n = 340,000);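 active = percent activation above the mean of all tested compounds plus 3 SD, cut at about 19% in these data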;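 note: higher means more PKAc released from R1A so a rise in polarization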
Mot1-301 SUMO – inhibitors of SUMOylation pathway: yeast Mot1-301 growth rescue; growth rescue, % at 18.8 µM; actives 1% (n = 320,000); S. cerevisiae Mot1-301 growth rescue, ATP luminescence, 38.5C; percent above DMSO median, 100 means doubled; AID 2716;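 active = every valid replicate shows activation above 250% relative to neutral control wells; inactive = the rest, any valid replicate at or below 250%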;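 note: OY570 slx delta 5 strain wells were the positive control but not used for scaling; some compounds called inactive have numbers as strong as hits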
OPRM1-OPRD1 inv – mu-delta opioid heterodimer inverse agonism; P35372+P41143; cell-based MOR-DOR heterodimer luminescence; inhibition, % at 9.3 µM; actives 0.21% (n = 340,000); in the data active = inhibition above about 22%, passing the limit was not always enough;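 note: 0% = cells with DMSO and 100% = wells without cells with DMSO; values of inactives mirror those of a sister screen read the other way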
Starred values were filed as active, the others as inactive; / = no result given. Rows were taken by chance; about 2.8% have a hit in one of these screens.

Results follow in this order: E coli growth	Tat export inh	PfHsp90 yeast 2	MOR-DOR ag	phage Ecoli inh	Arr AP2 block	AddAB inh	DSG3 Ab inh	PKA-R1A activ	Mot1-301 SUMO	OPRM1-OPRD1 inv
COc1c(C)cccc1C(=O)Nc1ccc(CN2CCOCC2)cc1
 : -3.2	-3	15	-3.3	1.9	6	1.1	/	-1	9	15
CCCCCn1c(SCCCC)nc2c1c(=O)[nH]c(=O)n2C
 : 0.6	3	/	5.8	1.5	29	2.8	103	-6	-10	-34
COC(=O)[C@]1(CC(C)C)N[C@H](c2ccc(-c3cccc(Cl)c3)cc2)[C@@H]2C(=O)N(C)C(=O)[C@@H]21
 : -0.3	-6	2	0.8	3.8	23	4.8	95	-3	21	-4
CCCCNC(=S)N(C)/N=C/c1ccc(F)cc1
 : 0.7	9	-40	6.9	3.4	-85	3.6	103	-9	1	-39
COc1ccc(Nc2c(C)cccc2C)cc1
 : -0.9	9	/	8.1	3.7	1	-1.4	/	-4	22	-47
COc1ccc(C)cc1NC(=O)CSc1nnnn1Cc1ccccc1
 : -0.1	-3	-42	1.1	2.7	8	-1.8	104	-6	333	-6
N=Nc1c(O)n(CC(=O)Nc2ccccc2)c2ccccc12
 : 1.2	-7	25	-1.0	2.5	0	2.3	114	11	20	5
O=C1Nc2ccccc2/C1=C\C(=O)c1ccccc1
 : -2.9	2	1	-6.2	0.2	0	2.2	113	-8	-7	28
CC1(C)CC(NC(=O)CCc2ccccc2)CC(C)(C)N1
 : 0.5	2	-6	-3.1	4.1	-2	2.8	105	3	3	17
COc1cc2nc(-c3ccc(Br)o3)oc(=O)c2cc1OC
 : -0.9	-14	-8	0.0	-0.5	-1	2.6	116	-7	/	0

Results follow in this order: E coli growth	Tat export inh	PfHsp90 yeast 2	MOR-DOR ag	phage Ecoli inh	Arr AP2 block	AddAB inh	DSG3 Ab inh	PKA-R1A activ	Mot1-301 SUMO	OPRM1-OPRD1 inv
c1cnc(NC2CCCCCC2)nc1
 : 0.2	7	-9	-2.6	0.6	1	-0.3	107	-4	0	15
CC1(c2ccccc2)CC(c2ccccc2)=C(C#N)C(=O)N1 (stereo not drawn)
 : /	-4	29	4.0	0.5	-11	/	101	2	/	-18
C/C(CC(=O)NC1CCCC1)=N\NC(=O)c1ccc([N+](=O)[O-])c(Cl)c1
 : -1.5	-4	-10	1.5	2.3	0	-1.4	105	-10	-22	-7
COC(=O)C1C(O)=C(C=Nc2ccc(N)cc2)C(=O)CC1(C)C (stereo not drawn)
 : -0.8	2	/	2.3	0.8	23	0.2	/	4	-4	-13
O=C(c1ccc(S(=O)(=O)N2CCOCC2)cc1)N1CCN(c2ccccn2)CC1
 : -3.7	-2	-16	-4.4	2.0	4	-3.3	104	-1	-6	22
CN(C(=O)c1ccc2c(c1)OCO2)C1CCS(=O)(=O)C1 (stereo not drawn)
 : -0.4	1	/	-1.7	0.8	-5	1.9	100	-8	6	11
Cc1cnc(C(=O)Oc2ccc(-c3ccccc3)cc2)cn1
 : 3.0	-4	6	-1.7	0.0	13	2.8	/	9	42	10
CCOc1cc(C(=O)NCCN2C(=O)S/C(=C\c3cccnc3)C2=O)cc(OCC)c1OCC
 : -2.8	10	-23	-1.6	2.4	-16	0.8	84	1	8	10
O=C(N/N=C/c1c[nH]c2ccc(Br)cc12)c1ccncc1
 : -1.9	5	4	1.8	4.7	/	6.3	88	8	3	-9
O=C(C1CC(=O)N(c2ccc3c(c2)OCCO3)C1)N1CCN(c2ccccc2O)CC1 (stereo not drawn)
 : 0.9	0	10	-1.8	3.1	-1	3.7	/	-8	3	9

Results follow in this order: E coli growth	Tat export inh	PfHsp90 yeast 2	MOR-DOR ag	phage Ecoli inh	Arr AP2 block	AddAB inh	DSG3 Ab inh	PKA-R1A activ	Mot1-301 SUMO	OPRM1-OPRD1 inv
COc1cc(C(=O)NC(=S)Nc2ccc([N+](=O)[O-])cc2)cc(OC)c1OC
 : 2.6	0	10	-2.2	2.9	39	1.2	130	2	0	12
C=CCCC(=O)N1CCC(CCC(=O)NC2CC2)CC1
 : 0.8	-5	-49	-2.6	1.5	2	2.1	108	1	212	13
CCCC(=O)Oc1ccc(N(C(=O)CCC)S(=O)(=O)c2cccc([N+](=O)[O-])c2)cc1
 : 0.2	2	2	6.0	0.2	21	3.7	102	-7	24	-41
CC1CC(C)(C)NC2(CCCC2)N1 (stereo not drawn)
 : /	1	/	-4.1	0.9	39	/	101	6	/	20
CCOC(=O)Cn1ccc(NC(=O)c2ccc(F)cc2)n1
 : 0.8	-2	-16	-1.9	0.6	-4	-1.5	105	-4	-5	9
Cc1ccc2c(c1)C(=O)C(=O)N2CC(=O)OC(C)C
 : 1.9	1	15	-9.7	1.4	2	3.0	149	-15	-5	55*
O=C(CCCCCn1c(=S)[nH]c2cc3c(cc2c1=O)OCO3)N1CCN(c2ccc(F)cc2)CC1
 : -0.9	-2	-14	-1.1	2.2	28	-1.5	106	11	9	6
COc1ccc(OCC(=O)NC(=S)Nc2ccc3c4c(cccc24)CC3)cc1
 : -2.5	2	-6	0.1	-0.1	1	-2.3	95	-12	-11	-1
COc1ccc(CNc2nc(-c3cccnc3)nn2C(=O)CC(C)C)cc1
 : -1.1	7	17	6.5	5.5	-4	0.0	97	-8	/	-34
CC(C)CN(C(=O)COC(=O)c1ccc(Cl)nc1)c1c(N)n(Cc2ccccc2)c(=O)[nH]c1=O
 : 1.7	-7	-14	0.0	3.8	3	0.8	108	8	157	0

Results follow in this order: E coli growth	Tat export inh	PfHsp90 yeast 2	MOR-DOR ag	phage Ecoli inh	Arr AP2 block	AddAB inh	DSG3 Ab inh	PKA-R1A activ	Mot1-301 SUMO	OPRM1-OPRD1 inv
O=C(Nc1cc2c(cc1Br)OCCO2)c1ccc(=O)[nH]c1
 : 0.6	0	-2	-0.4	1.6	7	0.2	103	0	16	2
O=C(c1cccs1)N1N=C(c2ccccc2)CC1c1ccccc1 (stereo not drawn)
 : -0.4	-2	-16	2.4	1.8	9	-0.2	86	6	-4	-13
O=C(Nc1ccccc1F)C(=O)Nc1cccc2ccccc12
 : 0.4	-3	-18	2.9	3.1	6	-0.2	116	8	-2	-15
COc1ccc(-c2c(-c3cc(OC)cc(OC)c3)n(C)c3ccc(-c4ccc5c(c4)OCCO5)cc23)cc1
 : -0.1	6	-6	-0.7	2.9	31	1.6	103	-7	-13	4
Cn1c(=O)oc2cc(S(=O)(=O)NCCC(=O)Nc3ccc4c(c3)OCCO4)ccc21
 : 0.6	2	22	-1.5	0.5	17	1.0	91	-1	-18	8
CCN(Cc1ccccc1)C(c1ccccn1)c1nnnn1C1CCCCC1 (stereo not drawn)
 : 0.3	2	16	1.4	2.8	-7	0.5	107	-8	/	-8
COc1ccc(C2=NOC(C(=O)Nc3cc(C)on3)C2)cc1OC (stereo not drawn)
 : 3.5	-9	-16	-3.5	-2.3	7	2.2	91	-9	406	18
Cc1ccc(S(=O)(=O)N2CCOCC2)cc1C(=O)OCC(=O)NCc1ccccc1
 : 1.6	-1	12	1.2	1.9	34	0.5	/	-5	-6	-8
CCOC(=O)c1c(NC(=O)CSc2nnc(CNc3ccc(Cl)cc3)o2)sc(C)c1C
 : -4.3	7	-44	5.3	1.6	2	-3.5	102	-5	79	-31
COc1ccccc1-c1coc2c(CN3CCC(C)CC3)c(O)ccc2c1=O
 : -0.3	0	-1	-0.7	-1.1	29	3.3	107	-6	0	3

Results follow in this order: E coli growth	Tat export inh	PfHsp90 yeast 2	MOR-DOR ag	phage Ecoli inh	Arr AP2 block	AddAB inh	DSG3 Ab inh	PKA-R1A activ	Mot1-301 SUMO	OPRM1-OPRD1 inv
Cc1ccc2c(c1)CCCN2C(=O)c1cc(C)c(C)s1
 : /	6	11	2.2	-2.1	29	/	107	7	/	-14
CC1CN(C(=O)Cn2cc(S(=O)(=O)CC(=O)N3CCOCC3)c3ccccc32)CC(C)O1 (stereo not drawn)
 : -0.2	-2	-4	-4.0	/	-10	0.4	110	-17	-12	20
COc1cc2c(O)c3c(c(-c4ccc5c(c4)OCO5)c2cc1OC)C(=O)OC3
 : -2.9	-1	-9	4.0	1.4	6	-2.2	102	-7	0	-23
CN(C)S(=O)(=O)Nc1ccc(Br)cc1F
 : -0.5	0	/	-1.4	1.7	15	2.6	89	-3	-7	8
Cc1ccc(S(=O)(=O)NNc2nc3ccccc3nc2C(F)(F)F)cc1
 : 0.3	-1	-2	-1.2	-0.4	18	0.9	103	-14	-2	6
O=C(CCS(=O)(=O)c1ccccc1Cl)NCCC1=CCCCC1
 : -1.8	-3	4	1.0	1.6	27	1.6	98	-12	43	-5
COc1cccc(CNC(=O)CSCC(=O)Nc2cc(C)on2)c1
 : 3.6	-2	19	0.4	1.8	18	0.3	21	-1	/	-2
CCc1nc2ccc(C(=O)NCCc3ccc(OC)c(OC)c3)cc2nc1CC
 : 1.6	-6	2	-1.8	0.6	-4	-0.1	/	-18	6	9
COCC(C)n1c(C)cc(C(=O)COC(=O)c2ccc3ncsc3c2)c1C (stereo not drawn)
 : 0.8	-3	-48	-0.4	0.2	-6	1.8	101	-6	-2	3
Cc1cc([N+](=O)[O-])c(=O)[nH]c1C
 : /	-11	-36	-2.5	2.5	0	/	96	6	/	13
CCc1nnc(NC(=O)[C@@H](NC(=O)c2ccc(C(C)(C)C)cc2)C(C)C)s1
 : -1.7	8	-2	3.8	1.3	3	1.6	111	4	9	-20
O=C(NCc1nc2ccccc2[nH]1)C1=C[C@H](c2coc3ccccc3c2=O)C[C@H](OCCCCO)O1
 : -2.6	-4	11	4.2	-0.2	-16	2.1	92	-10	-2	-24
